# High-throughput results (PubChem)
# D1 ag: activates the human D1 dopamine receptor. HEK293 T-REx D1 cells, calcium flux, agonist mode. P21728. activation, % at 2 µM. 360,000 tested, 1% active; further: 0% is about no effect
# Target sequence (P21728 whole entry, looked up): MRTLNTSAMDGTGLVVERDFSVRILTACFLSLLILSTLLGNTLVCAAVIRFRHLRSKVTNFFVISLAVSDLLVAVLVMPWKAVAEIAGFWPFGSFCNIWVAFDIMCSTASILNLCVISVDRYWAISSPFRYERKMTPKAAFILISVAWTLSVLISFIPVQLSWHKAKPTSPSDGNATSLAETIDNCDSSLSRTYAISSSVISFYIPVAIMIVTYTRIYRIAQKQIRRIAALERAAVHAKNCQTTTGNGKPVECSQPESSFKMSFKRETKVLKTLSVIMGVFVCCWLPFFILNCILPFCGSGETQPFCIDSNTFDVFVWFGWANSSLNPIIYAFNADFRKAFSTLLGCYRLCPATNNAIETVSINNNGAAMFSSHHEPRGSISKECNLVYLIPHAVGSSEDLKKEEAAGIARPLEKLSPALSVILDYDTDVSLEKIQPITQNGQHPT
#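 Tetracycline-induced HEK293 TREx D1 cells, force-coupled to calcium signalling, were dye-loaded with a no-wash calcium kit. Compound was pin-added after a 10 s baseline. Fluorescence was read kinetically at 1 cycle/s for 180 s, with calcium rises flagged as agonism.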
# TRHR PAM: TRH receptor (human) allosteric enhancement; TRHR cells, fluo-8 calcium fluorescence, EC20 TRH enhancement; enhancement, % at 2 µM; 360,000 tested, 0.66% active; in the data active means enhancement above about 30%; further: 0% is about no effect
# Target sequence (P34981 whole entry, looked up): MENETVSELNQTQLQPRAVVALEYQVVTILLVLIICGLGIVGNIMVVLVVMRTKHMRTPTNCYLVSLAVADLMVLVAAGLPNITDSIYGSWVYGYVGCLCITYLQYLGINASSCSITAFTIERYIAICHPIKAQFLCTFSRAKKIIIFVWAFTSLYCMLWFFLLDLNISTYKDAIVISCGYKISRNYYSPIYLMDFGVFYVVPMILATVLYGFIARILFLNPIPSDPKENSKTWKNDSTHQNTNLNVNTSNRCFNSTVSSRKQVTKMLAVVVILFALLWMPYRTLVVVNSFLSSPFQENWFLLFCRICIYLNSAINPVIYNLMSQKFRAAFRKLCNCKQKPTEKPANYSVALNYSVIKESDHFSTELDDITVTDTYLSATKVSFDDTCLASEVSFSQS
#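 TRHR-expressing cells loaded with fluo-8 calcium dye were read kinetically (ex 480/em 530) during compound addition, then stimulated with an EC20 of TRH (10 nM final). Enhancement of the Gq-mediated intracellular calcium response was scored.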
# D1 antagonist: blocks dopamine activation of the human D1 receptor; 360,000 tested, 3.2% active; HEK293 TREx D1 cells, calcium flux, dopamine EC80; stronger effect = lower value; activity change, negative = inhibition, % at 10 µM; P21728; AID 504652; in the data active means activity change below about -30%; further: on the % scale 0 is the no-effect control and ±100 the full control effect
#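 Calcium flux readout: force-coupled, inducible Hek293 Trex D1 line, cells induced overnight at 30 C with tetracycline, dye-loaded 30–90 min at RT. Antagonism scored against EC80 dopamine challenge given 180 s after compound.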
# D1 PAM: enhances dopamine response at the human D1 receptor. AID 504651. potentiation, % at 10 µM. HEK293 TREx D1 cells, calcium flux, dopamine EC20 potentiation. 360,000 tested, 0.036% active; in the data active means potentiation above about 30%; further: 0% is about no effect
# D2 PAM: positively modulates the human D2 dopamine receptor allosterically. P14416. HEK293 T-REx D2, calcium flux, EC20 dopamine potentiation. potentiation, % at 10 µM. 340,000 tested, 0.34% active. AID 485347;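 active means potentiation over 3 SD above the plate norm, cut at about 30% in these data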; further: 0% is about no effect
#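 Tetracycline-induced Hek293 Trex D2 cells, force-coupled to calcium, loaded with no-wash calcium dye. Compound added with 180 s kinetic read for agonism, then EC20 dopamine and a further 180 s read for potentiation.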
# TRHR ag: agonists of human TRH receptor. activation, % at 2 µM. 360,000 tested, 0.18% active. TRHR cells, calcium flux fluo-8, FDSS agonist mode. P34981. AID 493084; further: 0% is about no effect
#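 Steps: seed TRHR cells overnight; add fluo-8 no-wash Ca dye, RT 30 min–1.5 h; record 10 s baseline; pin-transfer compounds; monitor fluorescence 1 cycle/s for the agonist window. Calcium increases flag candidate agonists.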
# D2 agonist: D2 dopamine receptor (human) agonism; P14416; HEK293 T-REx D2 cells, calcium flux agonist mode; activation, % at 2 µM; 340,000 tested, 0.53% active; AID 485358;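 active means activation over 3 SD above normal in the single-dose calcium agonist read, cut at about 30% in these data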; further: 0% is about no effect
#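 Tetracycline-induced HEK293 T-REx cells with force-coupled D2 receptor, plated overnight at 30 C, loaded with no-wash calcium dye. After a 10 s baseline, compound was pin-added and calcium flux read kinetically for 180 s; calcium rises flagged agonists.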
# RXFP1 antagonist: antagonists of human relaxin receptor RXFP1 | Q9HBX9 | HEK293-RXFP1, relaxin-stimulated cAMP HTRF, 30 min; stronger effect = lower value | activity change, negative = inhibition, % at 57.5 µM | 350,000 tested, 0.59% active;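 active means activity change of -60% or lower, but not beyond a set lower limit; inconclusive means change between -60% and -40%, or beyond the set limit; inactive means change above -40%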; further: on the % scale 0 is the no-effect control and ±100 the full control effect
# D2 antag: D2 dopamine receptor (human) antagonism. P14416. HEK293 TREx D2 cells, calcium flux, dopamine EC80. inhibition, % at 10 µM. 340,000 tested, 2% active. AID 485344; in the data active means inhibition above about 30%; further: 0% is about no effect
#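 Cells plated overnight at 30 C with tetracycline; no-wash calcium dye, 30–90 min RT; 10 s baseline; compound pinned; 180 s read; EC80 dopamine added; another 180 s read.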
# Starred values were filed as active, the others as inactive; u = inconclusive; x = no result given. Unless noted, no stated cut-off is given here; in the data, active means activation above about 30%; inactive means the rest.
Molecule	D1 ag	TRHR PAM	D1 antagonist	D1 PAM	D2 PAM	TRHR ag	D2 agonist	RXFP1 antagonist	D2 antag
Cc1cccc(N2CCN(C(=O)c3cccc(N4C(=O)C5C6C=CC(C6)C5C4=O)c3)CC2C)c1 (centres undefined)	12	11	-35*	-11	-7	-0.6	-2.2	-15	14
CCc1ccc(-n2nc(CO)c(C(=O)NCc3ccccc3OC)n2)cc1	2	3	4	1	x	-1.1	-0.8	-11	x
COc1ccc(CCNC(=O)c2ccc3c(c2)NC(=O)C(N2CCOCC2)S3)cc1OC (centres undefined)	7	10	4	-2	13	-0.5	-0.2	21	-6
CC(=O)Nc1ccc(S(=O)(=O)NCCC(=O)OCC(=O)c2ccccc2)cc1	0	2	18	4	3	-0.3	0.3	3	-20
CCC1(c2ccccc2)NC(=O)N(CC(=O)NCc2ccncc2)C1=O (centres undefined)	-1	-5	32	0	2	0.6	1.5	-12	-5
CC(C)=CC(=O)N1CC[C@@H](N2CCN(c3ccccc3F)CC2)[C@H](O)C1	2	-3	0	-4	-15	0.5	80*	-3	46*
O=C(CCN1C(=O)c2ccccc2C1=O)C1=NN[C@@H]2C(=O)N(c3cccc(Cl)c3)C(=O)[C@H]12	0	14	2	3	8	0.1	1.0	-7	-9
O=C(Cn1nnc2ccccc21)c1ccc(Cl)cc1	1	3	-30	-4	x	-1.7	x	1	x
CCCCc1ccc(-n2nnnc2SCC(=O)Nc2cc(OC)c([N+](=O)[O-])cc2C)cc1	4	-3	7	4	6	0.4	1.2	-15	-10
COc1cc(/C=N/O)cc(Br)c1OCc1ccc(Cl)cc1	4	1	1	0	4	0.1	-1.2	-6	4
CC(C)Nc1nnc(SCC(=O)c2c(N)n(Cc3ccccc3)c(=O)n(C)c2=O)s1	1	-2	10	-1	17	0.1	0.0	-6	9
Nc1ccc(-c2nc3c(Cl)cc(N)cc3[nH]2)cc1	1	-6	-5	-2	-9	0.0	0.0	x	6
Cc1sc(NC(=O)C2CCCCC2C(=O)O)c(C(N)=O)c1C (centres undefined)	1	-1	-37*	-1	5	0.3	0.5	13	8
CCCCOc1ccc(C2C3CN(C(=O)OCC)CC=C3C(C#N)=C(N)C2(C#N)C#N)cc1OC (centres undefined)	1	4	3	3	x	-0.2	x	18	x
COCCCNC(=O)c1cccc(OC)c1OC	4	12	15	0	3	-0.9	0.2	1	12
CCCCc1nnc(NC(=O)c2oc3ccc(OC)cc3c2C)s1	1	0	17	-2	17	-0.2	-0.4	3	0
Cc1c(Cl)c([N+](=O)[O-])nn1Cc1ccc(C(=O)N/N=C\c2cc(Cl)ccc2O)o1	0	-8	1	-5	x	0.5	x	-38	x
CC1(C)CC(=O)c2c(oc3ccc(NS(=O)(=O)c4cccc5cccnc45)cc23)C1	3	-10	-11	-1	-5	-0.1	0.8	-8	15
O=C(N/N=C/c1ccsc1)c1ccc2ccccc2n1	1	3	-20	3	-1	-0.1	0.6	0	-18
CCOC(=O)/C(C#N)=C/c1ccc(OC(=O)c2ccco2)c(OCC)c1	0	-2	-6	-5	-5	-1.0	-0.8	-7	6

# 2 entries from above, with two lines to a compound:
# Each structure is followed by: D1 ag	TRHR PAM	D1 antagonist	D1 PAM	D2 PAM	TRHR ag	D2 agonist	RXFP1 antagonist	D2 antag
> CCC1(c2ccccc2)NC(=O)N(CC(=O)NCc2ccncc2)C1=O (centres undefined)
→ -1	-5	32	0	2	0.6	1.5	-12	-5
> CC(C)=CC(=O)N1CC[C@@H](N2CCN(c3ccccc3F)CC2)[C@H](O)C1
→ 2	-3	0	-4	-15	0.5	80*	-3	46*

# Following part
Molecule	D1 ag	TRHR PAM	D1 antagonist	D1 PAM	D2 PAM	TRHR ag	D2 agonist	RXFP1 antagonist	D2 antag
COc1ccccc1N1CCN(c2ncnc3c2nnn3C)CC1	11	0	x	-1	-2	-0.3	-4.7	-14	x
Cc1nn(C)c(C)c1C(C)NC(=O)c1cc(COc2ccc(F)c(F)c2)on1 (centres undefined)	10	-2	15	0	0	0.0	0.2	-14	-4
CCc1ccc(C(=O)C(C)OC(=O)Cc2n[nH]c(=O)c3ccccc23)cc1 (centres undefined)	3	11	-17	31*	4	2.1	0.3	-1	0
N#CC1(NC(=O)COC(=O)Cc2n[nH]c(=O)c3ccccc23)CCCCC1	5	10	7	-4	5	-0.1	1.4	u	-6
COc1ccc(CCNC(=O)Cn2c(=O)n(-c3ccc(F)cc3F)c(=O)c3sccc32)cc1OC	0	2	-36*	-6	x	-0.6	1.0	u	27
Cc1cc(NC(=O)CN(C)C)c([N+](=O)[O-])cc1C	-1	4	-6	-3	1	-0.3	-0.7	-1	-32
CCOC(=O)C1CCN(C(=O)C2(NC(=O)Nc3ccccc3Cl)CCCCC2)CC1	0	-11	-3	-4	-3	-0.8	0.1	-2	-7
Cc1ccc(C2C(C(=O)c3sc(C)nc3C)=C(O)C(=O)N2CCN(C)C)o1 (centres undefined)	6	3	8	-7	9	-0.9	0.6	19	8
O=C(Nc1ccccn1)c1ccc2c(c1)OCCO2	0	3	3	0	x	0.2	-0.1	-7	4
O=C(COC(=O)C1=Cc2ccccc2OC1)NC1CCCC1	0	-1	-5	0	1	-0.3	0.1	-11	-12
Cc1ccc(CNC(=O)CCCn2c(=O)c3ccccc3n(Cc3ccccc3Cl)c2=O)cc1	2	4	0	-2	4	-1.7	-0.1	x	x
O=S(=O)(NCCS(=O)(=O)N1CCN(c2ccccc2)CC1)c1ccc(Br)cc1	0	-5	-3	-1	-6	-0.4	1.2	-19	x
Cc1ccc(Cl)cc1NC(=O)CNC(=O)N1CC(=O)Nc2ccccc21	1	-3	-5	-11	-22	0.3	0.6	-7	-15
COCCCNCCOCCOc1ccc(Cl)cc1Br	13	3	-35*	0	-27	1.3	1.4	-12	-19
CCC(C)(C(=O)NC1CCCCC1)N(C(=O)CNC(C)=O)c1c(C)n(C)n(-c2ccccc2)c1=O (centres undefined)	3	4	0	-6	6	1.0	1.0	-12	-24
O=C(CSc1nc2ccccc2c(=O)n1-c1ccc(Cl)cc1)N/N=C/C=C/c1ccccc1[N+](=O)[O-]	6	1	-8	-3	5	0.7	0.6	-26	-12
CCOc1ccc(CN2C(=O)CCC2(C)C(=O)NCc2cccnc2)cc1 (centres undefined)	3	-1	-30*	-8	-1	-0.4	-0.2	x	26
Cc1nn(CC(=O)NCCc2ccc(Cl)cc2)c(=O)c2cccn12	1	20	8	-5	0	-0.7	0.8	-12	0
CC(C)CCNC(=O)CN(C(=O)CCC(=O)Nc1nccs1)C1CCCCC1	1	-9	-4	-7	-2	-0.1	0.6	-11	4
O=C(NCc1ccc2c(c1)OCO2)c1ccc(Cl)c(S(=O)(=O)NCc2ccccc2)c1	6	2	-9	-4	4	0.1	-0.7	x	-12

# D2 antag, entries above that show a hit.
SMILES,D1 ag,TRHR PAM,D1 antagonist,D1 PAM,D2 PAM,RXFP1 antagonist,D2 antag
CC(C)=CC(=O)N1CC[C@@H](N2CCN(c3ccccc3F)CC2)[C@H](O)C1,2,-3,0,-4,-15,-3,46*

# Remaining list, next part:
Molecule	D1 ag	TRHR PAM	D1 antagonist	D1 PAM	D2 PAM	TRHR ag	D2 agonist	RXFP1 antagonist	D2 antag
Cc1ccc(NC(=O)c2cnc(SCC(=O)N3CCOCC3)n(C)c2=O)cc1	3	9	x	5	-1	0.5	0.7	4	x
O=C(Nc1ccc(Cl)cc1C(=O)N1CCOCC1)c1ccco1	1	3	-4	2	x	0.3	x	-10	x
CNc1ccccc1C(=O)OCC(=O)N1CCN(c2ccc(OC)cc2)CC1	7	-5	4	-7	-3	-0.4	0.5	-13	-15
CCCCN(C(=S)Nc1ccccc1)C1CCS(=O)(=O)C1 (centres undefined)	7	1	0	-4	20	-0.2	-0.6	-15	2
COC(=O)[C@@]1(Cc2ccc(F)cc2)[C@H]2c3cc(C(=O)N(C)C)n(Cc4ccc(OC(F)(F)F)cc4)c3C[C@H]2CN1C(=O)c1ccccc1	2	-1	27	-4	7	1.4	1.3	x	-7
CC1CCCN(Cc2c(O)ccc3c(=O)c(-c4ccc(Cl)cc4)coc23)C1 (centres undefined)	3	-2	-3	-1	-4	-0.7	-0.4	6	0
C(=N\Nc1nc2ccccc2[nH]1)/c1c[nH]c2ccccc12	3	-4	-26	-12	-2	-0.4	0.0	-26	-7
COc1ccc(Cl)c(Cn2c(NCCN)nc3c2c(=O)n(C)c(=O)n3C)c1	3	-7	5	2	5	-0.2	-0.1	-7	x
Cc1cc(C)nc(SCc2nnc(SCC(=O)Nc3ccc(C)c(C)c3)o2)n1	5	-6	4	-2	-3	0.0	0.7	-6	15
CCC/C(=C1/c2ccccc2C(=O)N1c1ccccc1)c1ccc2c(c1)OCO2	1	-14	x	-2	-1	-0.4	-1.2	x	-11
CCCC(=O)N(c1ccc2oc(=O)sc2c1)S(=O)(=O)c1cccs1	2	-2	5	-1	-5	-0.5	-1.0	-20	-13
CCC(Oc1cccc(Cl)c1)C(=O)N1CCCN(C)CC1 (centres undefined)	5	4	-1	-4	-3	-0.1	0.5	-2	2
COc1cccc(CNC(=O)CCc2nnc(C3CCCCC3)o2)c1	1	2	-8	6	-4	-0.6	-1.8	-3	-3
COc1cccc(N(CC(=O)NC2CCCC2)C(=O)Cn2nnc(-c3ccc(C)o3)n2)c1	-1	0	-7	5	17	-1.0	-1.0	5	2
CN(C(=O)c1cncc(Br)c1)C1C2CC3CC(C2)CC1C3 (centres undefined)	2	1	0	1	2	-0.6	0.5	-4	4
CCc1ccc(C(=O)c2cc3ccc(O)cc3oc2=O)cc1	5	-6	-2	1	-6	2.0	1.8	-1	2
CNc1nc2cc([N+](=O)[O-])c([N+](=O)[O-])cc2nc1NC	39*	-2	-14	-18	11	-3.1	-1.4	-6	1
O=C(CSc1nnc(-c2cccnc2)o1)Nc1ccccn1	3	-7	-15	-2	-2	0.4	0.3	10	6
CN(Cc1nc(-c2ccccn2)no1)S(=O)(=O)c1ccccc1	2	-3	11	5	x	1.1	3.6	2	37*
CCN1CCN(c2ncnc3sc(C(=O)Nc4ccccc4F)c(C)c23)CC1	0	-2	-14	1	1	-0.2	0.6	-8	-9

# Continued.
Molecule	D1 ag	TRHR PAM	D1 antagonist	D1 PAM	D2 PAM	TRHR ag	D2 agonist	RXFP1 antagonist	D2 antag
CC(=O)NC(c1ccc(Cl)cc1)c1c(O)ccc2ccc(O)cc12 (centres undefined)	2	18	-3	6	5	-0.1	0.0	-21	-3
CCC1CCCCN1C(=O)Nc1cccc(NC(=O)N2CCCCC2CC)c1 (centres undefined)	1	-5	-4	7	-2	1.1	0.7	-21	0
CS(=O)(=O)c1ncc(Cl)c(C(=O)Nc2c(C(=O)Nc3ccccc3)oc3ccccc23)n1	2	-1	-5	-1	2	0.0	-0.7	x	x
COc1ccc(C(=O)Nc2ccccn2)cc1	1	-3	9	2	8	0.4	1.2	-2	-6
CCOC(=O)Cn1cc(Cl)c(=O)c(Cl)c1	2	-4	-10	-5	2	0.6	0.0	9	-1
O=C(NCCC1=CCCCC1)C1CCN(S(=O)(=O)c2cccc3cccnc23)CC1	-3	-1	5	-6	-15	-0.6	-0.2	x	9
